STEP inh = STEP (human) phosphatase inhibition | P54829 | recombinant STEP, OMFP fluorogenic substrate, fluorescence | inhibition, % at 20 µM | hit rate 0.25% among 360,000;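 active = inhibition at 20 µM, scaled per plate between control wells, above about 37%, limit read from the data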;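 also: 0% = DMSO with enzyme and substrate and 100% = substrate only without enzyme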
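Test system: STEP tyrosine phosphatase / Reagent: OMFP at 25 µM / Doses: 20 µM, 1% DMSO / Read-out: percent inhibition scaled to no-enzyme and uninhibited-enzyme controls, plate-pattern corrected / Detection: FITC-channel fluorescence of OMFP product / Medium: Bis-Tris buffer pH 6.0, 2.5 mM DTT, 0.005% Tween 20 / Schedule: 20 min at room temperature, dark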
Scp1 inh = blocks human Scp-1 phosphatase activity; Q9GZU7; hit rate 0.88% among 340,000; inhibition, % at 20 µM; Recombinant Scp1, phosphopeptide, malachite green phosphate absorbance;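 active = inhibition above about 50% at 20 µM, limit read from the data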;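 also: plate controls were DMSO wells with enzyme for no effect and wells lacking enzyme for full effect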
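assay system = SCP-1 phosphatase catalytic domain, residues 76-261 | buffer or medium = 50 mM Tris acetate pH 5.5, 0.005% Tween-20, 10 mM MgCl2 | incubation = enzyme reaction 45 min at room temperature, colour 5 min, stabilisation 30 min | signal = Phosphate-binding colour reagent, absorbance read at 630 nm | measure = % inhibition at 20 µM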
Neddyl block = inhibitors of human cullin neddylation | hit rate 0.58% among 360,000 | calls only at 25 µM | TR-FRET cullin neddylation, biochemical | AID 651699 | P61081+Q13564; in the data active = inhibition above about 36%
Tb MetRS inh = Trypanosoma brucei MetRS inhibition | purified T. brucei MetRS, ATP depletion, Kinase-Glo luminescence | inhibition, % at 11.9 µM | hit rate 0.4% among 360,000 | AID 624268;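 active = inhibition above a per-plate cutoff of the control wells' mean inhibition plus 3 SD, cut at about 5.5% in these data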;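 also: 0% = DMSO wells median and 100% = median of wells with control inhibitor compound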
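Dosing: 11.9 µM compound single dose, 0.9% DMSO; Assay system: purified T. brucei MetRS enzyme; Measured by: Kinase-Glo luciferase luminescence reporting remaining unconsumed ATP; Schedule: 15 min plus 2 h at 25 °C.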
DNMT1 block = blocks human DNA methyltransferase DNMT1; P26358; DNMT1 molecular beacon, Hinp1I cleavage, fluorescence; inhibition (reported as % activation of signal), % at 10 µM; hit rate 0.83% among 360,000; AID 588458; in the data active = inhibition above about 50%
Target sequence (P26358 504-1616 limits assumed): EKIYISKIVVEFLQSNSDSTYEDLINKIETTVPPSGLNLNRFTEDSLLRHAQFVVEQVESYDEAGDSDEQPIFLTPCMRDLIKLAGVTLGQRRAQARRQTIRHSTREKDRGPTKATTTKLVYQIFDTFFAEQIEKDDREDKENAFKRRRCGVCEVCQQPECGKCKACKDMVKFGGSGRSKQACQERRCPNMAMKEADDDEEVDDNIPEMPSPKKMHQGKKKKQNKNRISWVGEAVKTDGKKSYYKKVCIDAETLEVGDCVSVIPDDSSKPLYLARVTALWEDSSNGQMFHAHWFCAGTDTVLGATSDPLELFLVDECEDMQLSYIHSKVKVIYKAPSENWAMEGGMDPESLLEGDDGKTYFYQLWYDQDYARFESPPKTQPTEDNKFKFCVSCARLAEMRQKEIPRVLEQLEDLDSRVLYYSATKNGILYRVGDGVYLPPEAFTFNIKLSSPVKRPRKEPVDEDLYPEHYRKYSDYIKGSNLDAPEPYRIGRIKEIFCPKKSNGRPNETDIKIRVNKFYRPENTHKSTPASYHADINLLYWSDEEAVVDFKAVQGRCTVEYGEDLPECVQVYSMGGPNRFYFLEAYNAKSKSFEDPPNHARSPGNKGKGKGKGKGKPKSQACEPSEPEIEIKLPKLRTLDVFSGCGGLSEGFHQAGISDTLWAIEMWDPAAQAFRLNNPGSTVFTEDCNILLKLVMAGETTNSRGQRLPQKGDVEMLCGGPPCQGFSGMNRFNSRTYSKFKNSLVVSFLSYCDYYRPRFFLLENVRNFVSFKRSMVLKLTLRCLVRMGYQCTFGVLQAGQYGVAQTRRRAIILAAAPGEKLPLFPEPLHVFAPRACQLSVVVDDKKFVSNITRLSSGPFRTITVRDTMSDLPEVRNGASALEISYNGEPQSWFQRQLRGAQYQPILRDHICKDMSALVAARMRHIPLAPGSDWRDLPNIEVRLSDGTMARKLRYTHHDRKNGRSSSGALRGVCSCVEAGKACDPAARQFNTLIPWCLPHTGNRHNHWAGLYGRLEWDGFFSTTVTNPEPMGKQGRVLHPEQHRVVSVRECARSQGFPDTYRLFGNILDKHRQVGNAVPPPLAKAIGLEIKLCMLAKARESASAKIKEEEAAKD
SKN-1 inh = blocks SKN-1 activity in C. elegans; inhibition, % at 21.8 µM; AID 624304; C. elegans VP596 Pgst-4::GFP/RFP ratio, acrylamide-induced, 24 h; hit rate 0.49% among 360,000;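 active = interference check ratio from 0.5 to 1.5 plus GFP to RFP signal ratio inhibition reaching or exceeding a fixed threshold, cut at about 30% in these data, passing the limit was not always enough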; also: some compounds called inactive have numbers as strong as hits
LMPTP block = LMPTP (human) inhibition | recombinant LMPTP-A, OMFP fluorogenic substrate, fluorescence intensity | inhibition, % at 20 µM | AID 651560 | hit rate 0.22% among 360,000 | P24666;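 active = compounds that cut the enzyme signal by at least half of the control window in the single-dose screen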;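 also: plate controls were DMSO wells with enzyme plus substrate for no effect and substrate without enzyme for full effect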
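Test system: LMPTP-A, protein tyrosine phosphatase of low molecular weight; Input: 0.625 nM enzyme; Incubation: 50 min dark incubation at room temperature; Signal: endpoint fluorescence intensity from OMFP dephosphorylation; Read-out basis: % inhibition versus control wells.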
NadD inh = NadD (S. aureus) enzyme inhibition | purified NadD enzyme, colorimetric absorbance read-out | inhibition, % at 20 µM | AID 602399 | hit rate 0.78% among 360,000; in the data active = inhibition above about 26%; also: some compounds past the cut are filed as inactive
SUMO1 PPI mod = SUMO1-SIM interaction modulation; P63165; SUMO1 binding to a labelled peptide, TR-FRET, 1 h; inhibition, % at 20 µM; hit rate 0.33% among 360,000; AID 602429; in the data active = inhibition above about 37%
NRP1-CendR mod = modulators of CendR peptide binding to human neuropilin-1; FAM-RPARPAR peptide binding to NRP-1, fluorescence polarization; inhibition, % at 25 µM; hit rate 0.85% among 360,000; O14786;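 active = inhibition or corrected inhibition above about 18%, plus a signal ratio from 0.5 to 1.5, limit read from the data, passing the limit was not always enough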; also: strong numbers were not always called active
Active calls of the source: *; i = inactive; . = not tested or not shown.

SMILES	STEP inh	Scp1 inh	Neddyl block	Tb MetRS inh	DNMT1 block	SKN-1 inh	LMPTP block	NadD inh	SUMO1 PPI mod	NRP1-CendR mod
Cc1cccc(OP(=O)(Nc2c(C)n(C)n(-c3ccccc3)c2=O)Oc2cccc(C)c2)c1	1	-1	i	-0.3	1	1	-1.0	0	0	-4
O=C(CCC(=O)N1CCOc2ccccc21)NCCCc1ccccc1	1	-9	i	0.1	-1	-3	-0.2	-3	19	-14
COc1ccccc1C(=O)N1CCN(c2ccccn2)CC1	3	-5	i	0.6	-3	0	-0.9	-1	5	-6
CC(=O)N1c2ccc(S(=O)(=O)NCC3CCC(C(=O)Nc4cc(C)ccn4)CC3)cc2CC1C (stereo unspecified)	-2	-6	i	-0.4	-8	14	-1.2	4	-1	8
COCCCn1c(Cc2csc(Nc3ccc(F)cc3)n2)nnc1SCC(N)=O	-2	-2	i	0.6	2	-1	-0.8	2	13	-6
O=C(C[n+]1ccccc1)Nc1ccccc1[N+](=O)[O-]	-2	-6	i	-0.6	5	0	-2.4	-2	-9	2
Cc1ccc(NC(=O)CN2C(=O)c3ccccc3C2=O)c(C)c1	-4	-2	i	-1.1	8	-4	-2.4	0	8	-6
CSc1ccccc1NC(=O)CSc1cccc[n+]1[O-]	1	11	i	-0.2	4	22	-0.3	2	0	6
CC(C)Cc1nnc(NC(=O)CCNC(=O)c2ccccc2Cl)s1	-4	-11	i	-0.4	1	16	-0.1	-8	-2	-5
O=C(c1ccccc1F)N1CCN=C1c1ccccc1	-5	10	i	0.9	-1	0	-0.8	-3	-3	0

Another view of part of the listing above:
Second line of a record: STEP inh	Scp1 inh	Neddyl block	Tb MetRS inh	DNMT1 block	SKN-1 inh	LMPTP block	NadD inh	SUMO1 PPI mod	NRP1-CendR mod
- CC(=O)N1c2ccc(S(=O)(=O)NCC3CCC(C(=O)Nc4cc(C)ccn4)CC3)cc2CC1C (stereo unspecified)
→ -2	-6	i	-0.4	-8	14	-1.2	4	-1	8
- COCCCn1c(Cc2csc(Nc3ccc(F)cc3)n2)nnc1SCC(N)=O
→ -2	-2	i	0.6	2	-1	-0.8	2	13	-6

More compounds follow:
SMILES	STEP inh	Scp1 inh	Neddyl block	Tb MetRS inh	DNMT1 block	SKN-1 inh	LMPTP block	NadD inh	SUMO1 PPI mod	NRP1-CendR mod
COc1ccc(CN(C(=O)/C=C/c2ccco2)C2CCS(=O)(=O)C2)cc1OC (stereo unspecified)	-1	3	i	1.2	3	14	-0.3	2	-9	-10
O=C(COC(=O)c1cccs1)Nc1cccc(S(=O)(=O)N2CCCCC2)c1	3	-5	i	-0.4	-10	-12	-0.6	-4	3	-4
Cc1cccc(C(=O)N2CCCC(N3CCN(c4ccc(F)cc4)CC3)C2)n1 (stereo unspecified)	0	-3	i	-0.3	-3	19	-0.6	-2	-6	5
COCCn1c(=S)[nH]c2cc(C(=O)NC3CCCCC3C)ccc2c1=O (stereo unspecified)	-1	.	i	-0.3	-2	6	-1.0	-2	-4	-6
COCCCNC(=O)c1ccc(-n2nc(C(F)(F)F)cc2-c2cccs2)cc1	0	-4	i	-0.8	4	10	1.3	-7	0	1
CCn1cc([N+](=O)[O-])c(C(=O)NCc2ccc3c(c2)OCO3)n1	2	-6	i	1.4	1	8	-1.0	0	-14	9
Cc1ccc(C(=O)COC(=O)CCS(=O)(=O)c2ccccc2)cc1[N+](=O)[O-]	-2	-11	i	0.7	-5	6	0.9	10	-11	-5
O=C(NS(=O)(=O)c1ccc2ccc(S(=O)(=O)NCCSc3ccccc3)cc2c1)c1cccc2ccccc12	.	.	i	1.0	.	2	0.6	15	-1	-66
Cc1ccccc1C1C(C#N)=C(N)N(N(C)C)C2=C1C(=O)CC(C)(C)C2 (stereo unspecified)	2	-12	i	0.2	-3	7	0.2	-5	-11	4
COc1ccc(C(=O)NC(CC(C)C)C(=O)O)cc1OC (stereo unspecified)	0	-4	i	0.3	3	1	-1.7	2	-1	7
CNc1nc(Oc2ccccc2C(=O)OC)nc(SC)n1	0	-7	i	0.1	-2	9	-1.7	-4	-1	-6
O=C(Nc1ccccc1C(=O)NCCN1CCOCC1)c1ccc(Cl)cc1Cl	-1	-2	i	-0.5	-1	18	-2.9	-4	3	-2
COC(=O)CSc1nnc(-c2sc3ccccc3c2Cl)o1	-3	1	i	-0.4	-1	28	0.2	-7	-9	-1
CC(C)c1ccc(/C=C2\SC(=O)N(CC(=O)NC3C=CS(=O)(=O)C3)C2=O)cc1 (stereo unspecified)	16	57*	i	-0.1	37	-5	11	12	-9	-2
C=CCn1c(N)c(C(=O)NCc2cccnc2)sc1=S	0	3	i	-0.9	6	7	-1.1	2	-9	-12
Clc1ccc(C=NN2CCCCCC2)c(Cl)c1	-1	67*	i	-0.5	3	12	0.6	1	2	-1
CCN1CCN(c2nc3c(c(=O)[nH]c(=O)n3C)n2Cc2ccccc2)CC1	2	1	i	-0.8	7	11	-2.8	1	5	9
C[C@@H](NC(=O)[C@@H]1Cc2ccccc2CN1)C(=O)Nc1ccc2c(c1)OCCO2	-2	6	i	-0.4	-3	-4	-0.5	-2	-2	4
Cc1nc(SCc2ccccc2)n[nH]1	-3	-1	i	-1.1	12	5	-0.5	-9	-4	-13
Cc1ccccc1NS(=O)(=O)c1ccc(OCC(=O)NCc2ccco2)cc1	3	-7	i	-1.2	-4	-14	-0.6	-5	0	-7
CCN1CCC(O)(C#Cc2ccccc2)CC1	-3	-2	i	-0.2	-2	10	-0.6	3	0	4
COc1cccc(CNC(=O)CCC(=O)N2CCSc3ccccc32)c1OC	1	-1	i	-0.3	1	-5	0.1	-3	-1	-9
Cc1cccc(N2C(=O)N3[C@@H]4c5ccccc5OC[C@@H]4[C@@H](c4ccccc4)[C@@]3(C)C2=O)c1	3	-3	i	-0.3	-3	-5	-0.4	-4	1	-1
O=S(=O)(Nc1nccs1)c1ccc(F)cc1	3	2	i	-0.7	1	-3	-1.6	-1	2	-7
CC(C)(C)N(Cc1ccccc1)C(=O)COC(=O)c1ccc(S(=O)(=O)N2CCOCC2)cc1	-2	-11	i	-0.3	-5	28	-1.1	2	3	14
O=C(O)CSc1nnc(-c2ccco2)o1	-3	-8	i	1.3	2	-10	-2.0	4	2	3
O=C(Nc1cccnc1)OCc1ccccc1	-3	-4	i	0.1	6	2	-1.7	3	-1	11
COc1cc(/C=C/C(=O)N(C)CC(=O)Nc2ccccc2Br)cc2c1OCCO2	1	-6	i	0.1	-17	5	1.3	6	-7	4
O=C(COc1ccccc1N1C(=O)C2C3C=CC(C3)C2C1=O)c1ccccc1 (stereo unspecified)	0	-9	i	-0.1	-1	-4	-0.8	-4	8	6
CCNc1cc2oc(=O)c(CN3CCOCC3)c(C)c2cc1C	3	-18	i	0.2	-3	-12	-0.1	-4	0	25*
CN(C)CC1CCC/C(=C\c2ccc(OC(=O)/C=C/c3ccc(Cl)c(Cl)c3)cc2)C1=O (stereo unspecified)	-1	1	i	-0.2	50*	-11	2.4	2	19	4
Cc1cc(N2C(=O)C(O)=C(C(=O)c3ccc(C)o3)C2c2cccs2)no1 (stereo unspecified)	5	1	i	-1.5	-3	-4	-1.2	8	-14	-2
O=C(CN1CCCC1)Nc1ccc(-c2nc3cc(NC(=O)CN4CCCC4)ccc3o2)cc1	0	-12	.	0.5	-14	8	2.6	3	-5	3
CCCN(C(=O)CSc1nc2cc(S(=O)(=O)N(CC)CC)ccc2o1)C1CCS(=O)(=O)C1 (stereo unspecified)	2	10	i	-0.5	0	18	0.9	1	9	-11
COc1ccc(N2C(=O)C(CN3CCN(C)CC3)C2c2ccccc2)cc1 (stereo unspecified)	-2	-2	i	-0.8	0	-6	-1.2	2	29	5
Cc1cc(C)c(C)c(S(=O)(=O)N[C@@H](C)C(=O)OC(C)C(=O)NC(N)=O)c1C (stereo partly specified)	-2	-9	i	-0.1	1	-2	-0.7	-5	3	-1
COc1cc(/C=N/n2cnnc2)ccc1OC(=O)c1ccco1	-1	3	i	-0.6	-1	-5	-1.4	0	6	-1
COP(=O)(/C=C/c1ccccc1)C(O)c1ccc(F)cc1 (stereo unspecified)	0	-7	i	-0.9	1	-2	0.9	6	0	19
Cc1nc(C#N)c(N/N=C/c2cccc(Cl)c2)o1	-1	-15	i	0.3	-8	10	-0.4	10	-13	-6
CSc1ccccc1NC(=O)CN(C)CC(=O)Nc1cc(C)ccc1C	-4	-6	i	-0.8	2	9	-1.0	-2	1	-3
CCc1cc[n+](CC(=O)Nc2ccc(Cl)cc2Cl)cc1	0	-5	i	-0.6	6	-5	1.6	-9	3	3
Cc1ccc(CN(C(=O)c2csnn2)C(C(=O)NC2CCCC2)c2ccco2)cc1 (stereo unspecified)	1	-5	i	-0.6	1	6	-0.3	2	9	-17
O=C(COc1ccc(/C=N/NC(=O)C(=O)N2CCCCCC2)cc1)Nc1ccccc1Cl	2	-8	i	-0.7	3	3	0.6	-6	-5	-11
COc1ccc(S(=O)(=O)Nc2c(C)c(C)cc3c2ncn3C)cc1	-4	-4	i	-0.5	3	5	-0.8	1	7	-8
Cc1occc1C(=O)NCc1nc(-c2ccccc2)no1	0	-5	i	-0.1	1	0	-0.3	3	2	7
CCC(C)NC(=O)CCc1c(C)nc2c(c(C)nn2-c2ccccc2)c1C (stereo unspecified)	0	5	.	-1.8	2	-3	-0.2	-7	-1	10
COc1ccc(OC)c(N(CC(=O)NCc2ccccc2)S(=O)(=O)c2ccc(OC)c(OC)c2)c1	0	-6	i	-0.6	-2	-7	-0.3	5	5	0
CN1CCCN=C1/C=C/c1cccs1	1	-20	i	-0.1	2	5	0.0	-4	-16	12
COc1ccc(C(=O)N2CCN(c3ncnc4c(-c5ccccc5)nsc34)CC2)cc1	0	-2	i	0.3	1	13	-0.7	-3	-10	13
CCN1C(=O)[C@H]2[C@@H](c3ccc(C(F)(F)F)cc3)N[C@]3(CCCN(Cc4ccco4)C3=O)[C@H]2C1=O	-2	.	i	0.0	-5	-4	-1.4	-4	0	1
Nc1[nH]n(-c2ccccc2)c(=O)c1N=Nc1ccccc1[N+](=O)[O-]	-1	-5	i	-0.3	-3	-4	-0.4	2	-10	13
Brc1cc(Br)c(Oc2cc(Br)c(Br)cc2Br)cc1Br	3	-12	i	0.3	5	9	0.9	8	4	3

3 of the entries above in order of the NadD inh value, smallest number first:
Structure	STEP inh	Scp1 inh	Neddyl block	Tb MetRS inh	DNMT1 block	SKN-1 inh	LMPTP block	NadD inh	SUMO1 PPI mod	NRP1-CendR mod
O=C(COc1ccc(/C=N/NC(=O)C(=O)N2CCCCCC2)cc1)Nc1ccccc1Cl	2	-8	i	-0.7	3	3	0.6	-6	-5	-11
CN1CCCN=C1/C=C/c1cccs1	1	-20	i	-0.1	2	5	0.0	-4	-16	12
CN(C)CC1CCC/C(=C\c2ccc(OC(=O)/C=C/c3ccc(Cl)c(Cl)c3)cc2)C1=O (stereo unspecified)	-1	1	i	-0.2	50*	-11	2.4	2	19	4

Screens: PubChem BioAssay, several laboratories
